Compound activity (PubChem)
PMI inhibitors – inhibitors of human PMI, primary screen, biochemical, fluorescence intensity, coupled assay (AID 1209); Mannose-6-phosphate isomerase (Homo sapiens); purified PMI enzyme, coupled fluorescence intensity; higher % means a stronger effect; one-dose inhibition, % at 20 µM; IC50 in µM for titrated hits; 0.42% of 190,000 active; in the data active = inhibition above about 50%;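 note: plate controls were DMSO vehicle for no effect and wells lacking substrate for full effect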
T cell modulator – modulators of CD8 T cell-vesicle binding, primary screen, mouse 2C CD8+ T cells, flow cytometry; 0.068% of 330,000 active; 2C CD8+ T cell-vesicle binding; stronger effect = lower value; AID 2052, 2009; calls only at 7 µM;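 active = response, share of CD8 T cells binding vesicles, and their 90th percentile fluorescence all below set limits, cut at about 80% in these data, passing the limit was not always enough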
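incubation = binding step 1.5 h, 37 °C, antibody labelling 20 min, ice | test system = 2C mouse CD8+ T cells | read-out basis = percent CD8+ FL2 mean versus row control | controls = Peptide-free naked vesicles (low) and QL9 vesicles with 0.7% DMSO vehicle (high) | detection = flow cytometry of vesicle-bound cells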
Hep lipid drop – inhibitors of hepatocyte lipid droplet formation, primary screen, imaging, high-throughput imaging, BODIPY stain; AML12 mouse hepatocytes, oleate lipid droplets; inhibition, % at 6.5 µM; 0.4% of 240,000 active; AID 1656, 2009;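 active = lipid droplet intensity inhibited by at least 50%, with more than 500 cells counted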
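Material – AML12 mouse liver cells · Also added – oleate loading, 100 µM · Compound dosing – 6.5 µM single-point dosing · Times – overnight treatment with compound plus oleate · Measured by – fluorescence imaging, 20x objective, two fields per well · Read-out – percent inhibition of filter-corrected integrated lipid droplet intensity per well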
TNAP activators – human TNAP enzyme activators, primary screen, biochemical, luminescent, no phosphate acceptor, uHTS (AID 1001); Alkaline phosphatase, tissue-nonspecific isozyme (Homo sapiens); purified TNAP, luminescent activation assay, no phosphate acceptor; higher activation fold means a stronger effect; activation fold at 20 µM, or EC50 in µM where a hit was titrated; 0.03% of 200,000 active; in the data active = activation fold from about 3, or a potency from the dose series; inactive = the rest, 99 in 100 with activation fold below about 1.6; note: many of its hits are not listed in these tables
b-catenin transl – modulators of beta-catenin nuclear translocation, primary screen, imaging, HeLa cells, immunofluorescence, high-content | nuclear translocation activity, % at 5 µM | 0.3% of 190,000 active | AID 1665, 2009;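 active = nuclear translocation activity above 50% at 5 µM, with a well cell count of 50 or more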;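 note: per-cell ratio of nuclear to cytoplasmic median beta-catenin stain intensity; plate controls were DMSO negative control for no effect and GSK-3 inhibitor IX positive control for full effect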
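Test system: human HeLa cells, native beta-catenin. Compound dosing: 5 µM primary single dose, 0.1% DMSO, 0.02–20 µM confirmation series. Incubation: compound exposure 24 h at 37°C. Detection: beta-catenin immunostaining with DAPI counterstain, 20x imaging, 6 fields/well. Read-out basis: Nuclear/cytoplasmic beta-catenin signal ratio, % activation.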
Insulin prom up – insulin promoter activators in MIN6 cells, imaging, high-content screening, mouse beta cells. MIN6 insulin promoter-GFP reporter; stronger effect = higher value. z-score at 5 µM. 0.3% of 190,000 active. AID 1625, 2009;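 active = z-score above 3 at 5 µM with at least 500 cells counted in the well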
Myeloid diff 2 – induction of myeloid progenitor differentiation, primary screen, cell-based, flow cytometry, MLPCN library. ER-HoxA9 myeloid progenitors, lysozyme-GFP differentiation. calls only at 10 µM. 1% of 360,000 active. AID 624256, 2012;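 active = normalized GFP-positive differentiation at or above the plate's own cutoff, the solvent-only control mean plus 3 SD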;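 note: cells exposed to compound for four days before flow analysis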
Dynein cargo inh – inhibitors of GR-EGFP nuclear translocation, primary screen, dynein cargo transport inhibitor project, imaging, high-content, 3617.4 mouse cells; test concentration mostly 20 µM; stimulated with dexamethasone, 1 µM; stronger effect = lower value; z-score, hits read low; 0.47% of 220,000 active; AID 1381, 2008;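 active = plate z-score of nuclear minus cytoplasmic receptor signal below a set negative limit, without overly bright fluorescence or cell loss, cut at about -3.5 in these data, passing the limit was not always enough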;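 note: z-score of nuclear minus cytoplasmic ring GR-EGFP intensity difference per well; some compounds called inactive have numbers as strong as hits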
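Buffer or medium – tet-free medium with charcoal-stripped serum · Signal – automated 10x imaging of fixed Hoechst-stained cells · Also added – dexamethasone agonist, 1.0 µM final, for 30 min · Incubation – induction 48 h, compound 1 h, agonist 30 min · Read-out – GR-EGFP nuclear translocation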
MT stabilizer – microtubule stabilizers in HeLa cells, primary screen, imaging, high-content imaging; HeLa tubulin immunostaining HCS, 24 h; share of cells brighter than vehicle mean+2SD; % tubulin-high responders, % at 10 µM; 0.83% of 200,000 active;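 active = plate Z-score above 3 for both tubulin-high and condensed-nucleus cell shares, with cell loss under 80%, at 10 µM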;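 note: anti alpha tubulin signal scored within the nucleus-defined area of each cell; some results filed as inactive read as strong as hits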
Dynein cargo inh cytoplasmic EGFP – recorded beside Dynein cargo inh, whose call it bears; z-score; measured here: cytoplasmic GR-EGFP intensity; stronger effect = higher value
Dynein cargo inh nuclear GR-EGFP – further read-out of Dynein cargo inh, marked with its call; z-score; measured here: nuclear GR-EGFP intensity;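 lower value marks the stronger effect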
Dynein cargo inh cell count – recorded beside Dynein cargo inh, whose call it bears; z-score; measured here: cell count per field
Insulin prom up cell count – further read-out of Insulin prom up, marked with its call; cell count; measured here: cytotoxicity, nuclei count;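 total cells summed across four imaged fields per well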
Hep lipid drop cells 6.5 µM – further read-out of Hep lipid drop, marked with its call; cell count; measured here: cell count, cytotoxicity flag;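 cells counted across two imaged fields per well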
b-catenin transl cell count 5 µM – second read-out of b-catenin transl, no call of its own (marks repeat the call); cell count; measured here: cell count, cytotoxicity flag
T cell modulator vesicle-bound % – further read-out of T cell modulator, marked with its call; double positive events, %; measured here: CD8+ vesicle-bound cell fraction;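 binding gate set so that unloaded-vesicle control wells show 10% double positive cells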
MT stabilizer Hoechst-high % – recorded beside MT stabilizer, whose call it bears; % Hoechst-high responders; measured here: nuclear condensation Hoechst responders;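 share of cells brighter than vehicle mean plus two SD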
MT stabilizer cytotoxicity % – further read-out of MT stabilizer, marked with its call; toxicity, %; measured here: cytotoxicity by cell density;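 0% = mean cell density of plate MIN control wells and 100% = no cells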
Myeloid diff 2 GFP+ MAC1+ % – recorded beside Myeloid diff 2, whose call it bears; GFP+ MAC1+ double positive, %; measured here: differentiation confirmed by MAC1 staining
An asterisk follows results filed as active; i = inactive; / = not tested or not shown. No enrichment for hits; about 3% have a hit in one of these screens.

SMILES | PMI inhibitors | T cell modulator | T cell modulator vesicle-bound % | Hep lipid drop | Hep lipid drop cells 6.5 µM | TNAP activators | b-catenin transl | b-catenin transl cell count 5 µM | Insulin prom up | Insulin prom up cell count | Myeloid diff 2 | Myeloid diff 2 GFP+ MAC1+ % | Dynein cargo inh | Dynein cargo inh cytoplasmic EGFP | Dynein cargo inh nuclear GR-EGFP | Dynein cargo inh cell count | MT stabilizer | MT stabilizer Hoechst-high % | MT stabilizer cytotoxicity %
CCOC(=O)Cc1csc(NC(=O)Cc2ccc(C)cc2)n1 | -3% | i | 19 | -7 | 682 | 1 | 4.1 | 1055 | -0.3 | 1261 | i | 0.5 | -0.39 | -0.22 | -0.59 | 0.38 | 2.6 | 3.1 | 4.3
Nc1ccccc1SCC1CSc2nc3ccccc3c(=O)n21 (stereo not drawn) | 8% | i | 24 | 9 | 686 | 1 | -2.1 | 962 | 0.56 | 1595 | i | 0.5 | -0.0029 | 0.27 | 0.22 | 0.36 | 2.2 | 1.6 | 8.0
COc1ccc(N=Cc2ccc(CNS(=O)(=O)c3ccc(Cl)cc3)o2)cc1 | -6% | i | 8 | / | / | 1 | 0.1 | 1412 | 0.28 | 1706 | i | 1.4 | -0.43 | -0.16 | -0.29 | -0.14 | 2.2 | 1.8 | 9.3
COc1ccccc1CNC(=O)CCc1c(C)nc2cc(-c3ccccc3OC)nn2c1C | / | i | 38 | -20 | 684 | / | 0.6 | 1235 | 1.2 | 974 | i | 0.5 | 0.89 | -0.24 | 0.96 | -0.39 | / | / | /
Cc1cc(Cl)ccc1NC(=S)N1CCN(C(=O)C2CCCO2)CC1 (stereo not drawn) | 14% | i | 39 | 17 | 650 | 1.1 | 1.2 | 1197 | 0.21 | 1237 | i | 0.6 | -0.65 | -0.28 | -0.49 | 0.16 | 3.7 | 2.3 | 4.7
C=CCNc1nc(N2CCOCC2)c(C#N)c2c1CN(C)CC2 | 10% | i | 8 | / | / | 1.1 | 2.9 | 1187 | -0.18 | 1086 | i | 2.4 | 0.68 | -0.075 | 0.93 | -1.5 | 3.9 | 2.9 | 16
CC(/C=C/c1ccccc1)=N\NC(=O)c1cc(C)[nH]n1 | -5% | i | 47 | 0 | 695 | 2.4 | -0.7 | 1102 | -0.89 | 1401 | i | 0.7 | 1.4 | -0.31 | 0.62 | -0.92 | 1.7 | 1.6 | 9.4
COC(=O)COc1ccc(S(=O)(=O)N2CCCCC2)cc1[N+](=O)[O-] | 3% | i | 41 | -3 | 702 | 1.1 | -4.0 | 1071 | 0.88 | 1567 | i | 0.3 | 0.14 | -0.21 | 0.066 | -0.29 | 1.4 | 1.2 | 8.1
Nc1c(-c2ccccc2)cnc2ncnn12 | 8% | i | 17 | / | / | 1.2 | -3.7 | 1035 | 1.1 | 1449 | i | 0.8 | 0.47 | -0.19 | 0.52 | -0.12 | 1.5 | 1.6 | 5.0
CN(C)CCN(C)Cc1ccccc1Sc1cccc2ccccc12 | -36% | i | 40 | -4 | 523 | 1.2 | 0.8 | 392 | -2.5 | 802 | i | 1.1 | -3.1 | 0.9 | -0.72 | -0.79 | 3.9 | 3.1 | 0.5
Cc1cc(C(=O)OCC(=O)NC2CCS(=O)(=O)C2)c2ccccc2n1 (stereo not drawn) | -2% | i | 45 | 1 | 713 | 1.2 | 0.9 | 1474 | 1.5 | 1422 | i | 0.2 | -0.78 | -0.27 | 0.26 | 0.53 | 4.3 | 3.6 | 7.1
COc1cccc(Oc2ccc(OC)cc2C(=O)O)c1 | / | i | 51 | 4 | 708 | / | -1.0 | 1169 | 0.1 | 1475 | i | 0.4 | -0.35 | -0.3 | -0.39 | 0.79 | / | / | /
COc1ccc(C2=NC(=O)NC2c2ccc(OC)cc2)cc1 (stereo not drawn) | / | i | 39 | 2 | 713 | / | -2.2 | 1264 | 0.65 | 1421 | i | 0.4 | -1.2 | -0.23 | -0.64 | 0.3 | / | / | /
CN1CCN(Cc2c(O)ccc3cc(Br)ccc23)CC1 | 37% | i | 34 | -5 | 680 | 1 | 2.6 | 867 | 0.31 | 1115 | / | / | 0.3 | -0.088 | -0.18 | -0.72 | 1.1 | 2.8 | 0.2
CCSc1ccccc1C(=O)Nc1cc(OC)c(OC)c(OC)c1 | 2% | i | 58 | 4 | 704 | 1.2 | 0.8 | 1494 | 0.51 | 1439 | i | 0.2 | 0.46 | -0.28 | 0.41 | 0.0026 | 2.0 | 1.7 | 8.1
Cc1occc1C(=O)N/N=C/c1ccc2c(c1)OCO2 | / | i | 60 | -10 | 725 | / | 0.6 | 1210 | 0.02 | 1035 | i | 0.3 | -0.25 | -0.79 | 0.05 | -0.36 | / | / | /
CCOc1cc(-c2nc3cc(C)ccn3c2NCC2CCCO2)ccc1O (stereo not drawn) | -2% | i | 39 | / | / | 1.1 | -0.3 | 974 | -0.2 | 1243 | i | 0.6 | 3.1 | -0.17 | 1.1 | -0.67 | 5.3 | 3.0 | 1.5
COc1ccc(OC)c2c(C)cc(NCCN3CCOCC3)nc12 | 12% | i | 12 | / | / | 1.1 | -4.4 | 842 | 0.62 | 1241 | i | 2.7 | 0.16 | -0.33 | -0.12 | -0.012 | 4.2 | 3.7 | 3.5
CCN1C(=O)c2cccc3c(NC(=O)c4ccc(S(=O)(=O)N5CCOCC5)cc4)ccc1c23 | 3% | i | 54 | 5 | 738 | 1.1 | -2.4 | 1148 | -1.6 | 716 | i | 0.3 | 0.33 | -0.17 | 0.19 | 0.79 | 1.4 | 10 | 5.4
CCOC(=O)c1sc(NC(=O)CNCc2ccccn2)c(C(=O)OCC)c1C | / | i | 16 | -28 | 697 | / | -0.2 | 1127 | -2 | 1232 | i | 0.1 | -0.29 | -0.27 | -0.24 | 0.71 | / | / | /
COc1cc(C)c(Cl)cc1S(=O)(=O)NC1CC(C)(C)NC(C)(C)C1 | 0% | i | 38 | -18 | 641 | 1.1 | 2.0 | 1015 | -0.11 | 1458 | / | / | -0.033 | -0.18 | 0.31 | 0.16 | 1.6 | 0.8 | 4.7
Cc1ccc(S(=O)(=O)Nc2ccc(NC(=O)/C=C/C(=O)O)cc2)cc1 | -2% | i | 6 | 15 | 776 | 1.1 | 2.6 | 957 | -0.13 | 1616 | i | 0.1 | 0.027 | -0.19 | 0.33 | 0.75 | 4.8 | 3.0 | 8.3
COCCNC(=O)C(c1cccs1)N(C(=O)Cn1nnc2ccccc21)c1ccccc1 (stereo not drawn) | 0% | i | 48 | -3 | 631 | 1.1 | -0.8 | 1107 | -0.28 | 989 | i | 0.9 | 0.38 | -0.2 | 0.39 | 1.2 | 2.7 | 1.9 | 2.9
c1ccc2nc(-c3nc4ccccc4o3)ccc2c1 | 19% | i | 24 | 5 | 649 | 1.1 | / | / | 1.1 | 1317 | i | 0.5 | -1.3 | -0.26 | -0.038 | 0.41 | 1.7 | 2.4 | 4.8
CC(C)c1ccc(C2CC(=O)c3cnc(N4CCc5ccccc5C4)nc3C2)cc1 (stereo not drawn) | 12% | i | 3 | / | / | 1.1 | 3.5 | 1321 | 0.2 | 1325 | i | 2.8 | 0.21 | -0.22 | -0.17 | -0.037 | 1.2 | 0.8 | 7.5
COC(=O)C1=C(C(C)=O)C(c2ccc(C)cc2)n2nnnc2N1 (stereo not drawn) | 2% | i | 64 | -6 | 765 | 1.1 | -3.0 | 1019 | 0.05 | 767 | i | 0.4 | -1.1 | -0.36 | -0.37 | 2.9 | 1.1 | 1.2 | 10
OCC1CCCN(C(=S)Nc2ccc(Oc3ccccc3)cc2)C1 (stereo not drawn) | 0% | i | 56 | 4 | 712 | 1.1 | -3.8 | 1046 | -0.16 | 1384 | i | 0.7 | 0.48 | -0.33 | 0.013 | 0.23 | 4.0 | 2.2 | 3.9

Ordered by the number under Dynein cargo inh cell count (smallest number first): 3 of the compounds above.
SMILES,PMI inhibitors,T cell modulator,T cell modulator vesicle-bound %,TNAP activators,Myeloid diff 2 GFP+ MAC1+ %,Dynein cargo inh,Dynein cargo inh cytoplasmic EGFP,Dynein cargo inh nuclear GR-EGFP,Dynein cargo inh cell count,MT stabilizer Hoechst-high %
COc1ccc(N=Cc2ccc(CNS(=O)(=O)c3ccc(Cl)cc3)o2)cc1,-6%,i,8,1,1.4,-0.43,-0.16,-0.29,-0.14,1.8
Nc1c(-c2ccccc2)cnc2ncnn12,8%,i,17,1.2,0.8,0.47,-0.19,0.52,-0.12,1.6
CC(C)c1ccc(C2CC(=O)c3cnc(N4CCc5ccccc5C4)nc3C2)cc1 (stereo not drawn),12%,i,3,1.1,2.8,0.21,-0.22,-0.17,-0.037,0.8
